Bioassay records as filed in PubChem.
HTR5A inv ag = counter-screen for OPRM1-OPRD1 inverse agonists: human HTR5A inverse agonism; HTR5A cell line, luminescence; inhibition, % at 9.3 µM; hit rate 0.083% among 340,000; AID 504634; in the data active = inhibition mostly above about 23%, no sharp cut-off; inactive = mostly below about 18%;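 also: 0% = cells with DMSO and 100% = no-cell wells with DMSO; some compounds called inactive have numbers as strong as hits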
Target sequence (P47898 whole entry, looked up): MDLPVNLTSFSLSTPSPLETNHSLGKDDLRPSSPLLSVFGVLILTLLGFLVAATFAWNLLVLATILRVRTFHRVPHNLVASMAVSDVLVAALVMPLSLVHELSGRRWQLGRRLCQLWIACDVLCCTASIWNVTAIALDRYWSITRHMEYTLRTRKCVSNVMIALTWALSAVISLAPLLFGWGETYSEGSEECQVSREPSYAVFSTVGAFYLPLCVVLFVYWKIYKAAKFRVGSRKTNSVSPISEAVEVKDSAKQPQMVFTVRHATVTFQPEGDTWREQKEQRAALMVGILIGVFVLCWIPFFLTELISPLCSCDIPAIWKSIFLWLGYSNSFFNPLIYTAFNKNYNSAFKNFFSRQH
E coli growth = bacterial growth inhibition, counter-screen for AddAB inhibitors; E. coli V3065 growth, OD600 absorbance, 18 h; inhibition, % at 11.9 µM; hit rate 0.27% among 330,000; AID 449728;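 active = inhibition above the campaign's mean inhibition across all tested compounds plus 3 SD, cut at about 9.9% in these data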;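 also: uninfected addAB+ strain grown without phage in ampicillin broth; 0% = DMSO wells and 100% = ciprofloxacin 0.95 µg/ml wells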
phage Ecoli inh = E. coli growth loss with phage present; growth absorbance; inhibition, % at 11.9 µM; hit rate 0.26% among 360,000; in the data active = inhibition above about 11%
Tat transport = blocks Tat-dependent protein export in E. coli; hit rate 0.036% among 340,000; inhibition, % at 10 µM; E. coli MC4100 TorA-mCherry Tat export, fluorescence;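 active = mean replicate inhibition at least 50% and at least half of replicates individually reaching 50%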;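 also: exported cargo escapes ClpAP degradation while cytoplasmic cargo is degraded and loses fluorescence; 0% = median of neutral control wells and 100% = median of NaSCN control wells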
HTR5A ag ctr = activates human HTR5A in OPRM1-OPRD1 agonist counter-screen | P47898 | HTR5A agonist assay, luminescence, cell-based | activation, % at 9.3 µM | hit rate 0.61% among 340,000; in the data active = activation mostly above about 9.5%, no sharp cut-off; inactive = mostly below about 7.6%;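 also: 0% = cells with vehicle only and 100% = reference agonist; strong numbers were not always called active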
PKA-R2B act = activators of human PKA-R2B complex. PKA-R2B holoenzyme dissociation, Cy5-IP20 fluorescence polarization; R2B truncated from residue 108, S112A mutant; 0% DMSO only, 100% 113 µM cGMP. activation, % at 11.4 µM. hit rate 0.079% among 340,000;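 active = activation above a cutoff set at the mean over all compounds plus 3 SD, cut at about 18% in these data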;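 also: higher means more holoenzyme dissociation and a rise in polarization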
PKA-R1A activ = activates the PKA-R1A holoenzyme complex; PKA-R1A dissociation, Cy5-IP20 fluorescence polarization; scaled: DMSO 0%, 113 µM cGMP 100%; activation, % at 11.4 µM; P00514+P68181; hit rate 0.083% among 340,000;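 active = percent activation above the mean of all tested compounds plus 3 SD, cut at about 19% in these data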;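 also: higher means more PKAc released from R1A so a rise in polarization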
DAGLB inh = blocks human DAGLB lipase activity | HEK293T DAGLB membrane lysate, EnzChek fluorogenic substrate | Q8NCG7 | hit rate 0.059% among 340,000 | inhibition, % at 5.17 µM; in the data active = inhibition above about 34%;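 also: 0% = enzyme with vehicle and 100% = wells lacking enzyme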
Target sequence (Q8NCG7 whole entry, looked up): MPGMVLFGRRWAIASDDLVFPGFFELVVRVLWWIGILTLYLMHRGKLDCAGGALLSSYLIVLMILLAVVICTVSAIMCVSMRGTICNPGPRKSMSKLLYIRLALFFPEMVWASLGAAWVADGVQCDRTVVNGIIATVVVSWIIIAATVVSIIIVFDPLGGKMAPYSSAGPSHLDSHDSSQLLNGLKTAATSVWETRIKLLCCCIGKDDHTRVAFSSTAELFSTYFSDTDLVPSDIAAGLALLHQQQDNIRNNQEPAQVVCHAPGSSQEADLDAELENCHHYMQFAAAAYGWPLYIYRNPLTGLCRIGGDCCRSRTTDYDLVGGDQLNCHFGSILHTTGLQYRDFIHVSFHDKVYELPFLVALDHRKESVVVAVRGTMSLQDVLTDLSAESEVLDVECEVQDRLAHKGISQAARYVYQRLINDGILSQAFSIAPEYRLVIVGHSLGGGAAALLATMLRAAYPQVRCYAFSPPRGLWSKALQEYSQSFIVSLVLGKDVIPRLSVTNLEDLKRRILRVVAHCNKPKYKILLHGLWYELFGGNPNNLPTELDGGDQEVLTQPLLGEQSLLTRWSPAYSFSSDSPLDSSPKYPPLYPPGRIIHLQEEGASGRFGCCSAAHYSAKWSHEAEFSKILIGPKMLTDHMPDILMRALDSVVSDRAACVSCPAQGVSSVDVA
CDK5 p35 inh = inhibitors of human CDK5/p35 kinase. Q00535+Q15078. Recombinant CDK5/p35, ADP-Glo luminescence, 60 min. inhibition, % at 10 µM. hit rate 0.01% among 330,000. AID 488839;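 active = highest replicate inhibition of at least 50% and at least 75% of replicates reaching 50%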;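 also: plate controls were DMSO neutral control for no effect and GW8510 at 10 µM for full effect; many of its hits are not listed in these tables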
Mot1-301 SUMO = SUMOylation pathway inhibition by Mot1-301 growth rescue | hit rate 1% among 320,000 | S. cerevisiae Mot1-301 growth rescue, ATP luminescence, 38.5C; percent above DMSO median, 100 means doubled | growth rescue, % at 18.8 µM;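 active = every valid replicate shows activation above 250% relative to neutral control wells; inactive = the rest, any valid replicate at or below 250%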;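 also: OY570 slx delta 5 strain wells were the positive control but not used for scaling; some compounds called inactive have numbers as strong as hits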
AddAB inh = less growth of phage-infected E. coli with AddAB; E. coli expressing H. pylori AddAB, absorbance growth; inhibition, % at 11.9 µM; hit rate 0.29% among 330,000; in the data active = inhibition above about 12%;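 also: 0% = vehicle wells of infected cells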
Active calls of the source: *; · = no result given.

Each structure is followed by: HTR5A inv ag, E coli growth, phage Ecoli inh, Tat transport, HTR5A ag ctr, PKA-R2B act, PKA-R1A activ, DAGLB inh, CDK5 p35 inh, Mot1-301 SUMO, AddAB inh
Cc1[nH]c2ccccc2c1Cc1nnc(SCc2ccccc2)o1
  -2, -0.5, 2.4, 4, 1, 2, -2, -8, 0.3, 17, 5.6
CCC(C)NC(=O)c1oc2ccc(S(=O)(=O)N3CCC4(CC3)OCCO4)cc2c1C (stereo unspecified)
  -25, -2.1, 0.6, 2, 8, -15, -10, -1, -0.4, -2, -0.2
N#Cc1c(NC(=O)CN2C(=O)c3ccccc3C2=O)oc(-c2ccccc2)c1-c1ccccc1
  24, -1.2, 1.6, 3, 4, -5, -3, 2, 0.1, 126, 0.8
Cc1ccc(S(=O)(=O)Nc2ccc3c(c2)nc2n3CCN(Cc3ccccc3)C2)cc1
  ·, -0.7, 2.2, -2, ·, -8, 9, -1, -0.5, 6, 0.2
O=C(CSc1ncnc2nc[nH]c12)Nc1ccc(Br)cc1Cl
  -8, -0.8, 2.3, 5, 3, -1, -4, 0, -0.2, 28, -0.2
COc1ccc(CCNc2nc(C)cc(C)n2)cc1OC
  -24, 0.0, 1.8, -1, -3, -7, -13, 0, 0.2, 11, 1.3
Cc1cnc(CNC(=O)C2CCC(=O)N(Cc3ccc(Cl)cc3)C2)[nH]1 (stereo unspecified)
  -21, -1.7, 1.3, -8, 9, 3, 5, -1, 0.7, 1, 0.2
COc1ccccc1CNC(=O)C1CCN(S(=O)(=O)c2cccc([N+](=O)[O-])c2)CC1
  -5, 0.3, 0.3, 5, 2, -5, -7, 0, 0.7, 69, 3.4
CN1CCN(C(=O)/C=C\c2ccc(Cl)cc2)CC1
  19, 1.4, 2.7, -9, -1, -7, 3, -3, ·, 10, 2.0
CCCCNC(=O)c1ccc2c(c1)ncn2C1CCCC1
  16, 4.0, 2.8, 6, 2, -9, -13, -2, -0.1, 4, 2.5
COc1ccccc1OCCCN1C(=O)C(=O)c2cccc(C)c21
  13, 0.4, 1.2, 3, -5, -2, 2, 3, 0.2, 11, 0.0
COc1ccc(CCNC(=O)C(=O)NCC2OCCN2S(=O)(=O)c2ccc(Cl)cc2)cc1 (stereo unspecified)
  -1, 0.5, 2.2, -2, 5, 14, -3, -1, 0.2, -2, -1.3
N#CCCn1cc(C(=O)Nc2ccc(C(=O)O)cc2)c(-c2cccc(Br)c2)n1
  -19, -1.6, -3.2, -4, 7, 2, -5, -1, -1.3, 1, 0.2
Cc1cc(NC(=O)CCC(=O)N(Cc2ccccc2)C2(C(=O)NC3CCCCC3)CCCC2)no1
  -5, -0.9, 1.8, 2, 2, -7, -1, 2, -0.1, 5, -1.0
CC(=O)N1CCN(C(=O)COC(=O)c2oc3ccccc3c2C)CC1
  -6, -1.2, 0.5, -1, 3, 0, -3, -1, 0.1, 3, -1.7
CCC(=C(c1ccc(OC)cc1)c1ccc(OC)cc1)c1cn(CC(O)CN(CCO)CCO)c2ccccc12 (stereo unspecified)
  -2, -0.8, 4.2, 20, 4, -3, -9, 0, -0.2, 2, -0.7
COc1ccccc1CCNC(=O)C(=O)Nc1cc2c3c(c1)CC(=O)N3CCC2
  5, -0.1, 4.2, 0, -2, -15, 10, 2, 1.7, 3, 1.4
CCN(CC)S(=O)(=O)c1cc(C(=O)Nc2cc(C)[nH]n2)ccc1Cl
  -4, 0.9, ·, -1, 1, -8, 3, 3, 2.5, 38, 1.6
CCCNC(=S)Nc1ccc(Oc2ccccc2)cc1
  -3, 2.7, 2.3, -9, 1, -7, 0, -7, 0.1, 12, 2.6
Cc1cccc(NC(=O)CSc2nnc(-c3ccco3)o2)c1C
  6, 3.7, 4.6, 4, -2, 6, 10, 0, 1.8, -21, 0.4
Cc1ccc(C)c(CSC2=NCCN2C(=O)c2cccs2)c1
  -16, -1.4, 1.1, 22, 6, 2, -5, -7, -4.2, -23, -1.8
CCC(CC)COC(=O)C1=C(C)NC(=O)NC1c1ccc(N(C)C)cc1 (stereo unspecified)
  -5, -0.3, 0.1, -13, -2, 3, -2, 3, 2.8, -5, 0.2
Cc1ccc(C(=O)Nc2cccc(C(F)(F)F)c2)cc1Nc1cnccn1
  -5, -0.8, 2.3, 2, 5, -3, 6, -3, 0.6, 137, 1.6
O=C(c1ccco1)N1CCN(C(c2ccc(F)cc2)c2nnnn2Cc2cccs2)CC1 (stereo unspecified)
  5, -4.3, 0.9, -1, 1, 0, 0, -1, -0.8, -6, -0.6
CC(=O)Nc1ccc(S(=O)(=O)Nc2ccc(Cc3ccncc3)cc2)cc1
  -2, -0.9, 1.2, -9, 1, 0, -2, -1, 0.2, -19, -2.0
COc1ccccc1NC(=O)c1ccc(S(=O)(=O)N(C)C)cc1
  -1, 1.0, 3.9, -5, 1, 5, -1, 1, -1.4, 25, 0.8
Cc1ccc(N(NC(=O)C(O)(c2ccccc2)c2ccccc2)C(=O)CCl)cc1
  11, -2.9, 1.9, -5, 48*, 6, -3, 7, -2.3, 60, 0.3
COc1cc2c(cc1NC(=O)CSc1ccc(C)cc1)oc1ccccc12
  -9, 1.5, 3.2, 10, 3, -14, -16, -27, 0.2, 0, 2.0
CC(=O)c1cccc(OCC(O)CNCC2COc3ccccc3O2)c1 (stereo unspecified)
  -27, -1.3, 0.3, -9, 7, -7, -11, -1, -1.0, 2, -0.1
Fc1ccc(CSc2ccc(-c3ccco3)nn2)cc1
  -17, 1.6, 2.7, 2, 1, -1, 6, -8, 4.4, 2, 1.9
Cc1ccc(C(=O)N2CCC(N3CCC(C(=O)N4CCOCC4)CC3)CC2)cc1C
  1, 0.9, 3.1, 6, 0, 0, 0, 1, 0.0, -9, 2.8
COc1ccc(N=Cc2cc(Cc3ccccc3Cl)cc([N+](=O)[O-])c2O)cc1OC
  -10, -0.4, ·, 2, 4, -3, 9, 19, -0.3, 21, 1.6
COc1ccc(CN2CCc3ccccc3C2)cc1Br
  -4, 1.3, -0.2, -4, 1, -7, -8, -4, -4.9, -6, 0.8
CCCCCC(=O)Nc1cc(S(=O)(=O)N2CCOCC2)ccc1N1CCN(C)CC1
  3, 2.8, 1.3, -4, 1, -7, 6, 0, -1.1, -8, 3.4
O=C(NNC1=C(C(=O)C(F)(F)F)CCC1)c1cccc(Cl)c1
  1, 0.3, 5.7, 5, 1, 3, 2, -18, -0.7, 0, 4.0
Cc1c(NC(=S)N/N=C/C=C/c2ccccc2)c(=O)n(-c2ccccc2)n1C
  3, -3.4, 0.0, -2, -6, -6, 7, -2, -1.1, -3, -0.4
COc1ccc2c(=O)c(-c3cnn(-c4ccccc4)c3)c(C)oc2c1
  -16, -0.8, 2.4, 5, 3, -10, 5, -2, -0.7, 310, 3.2
COCCOC(=O)C1=C(C)NC2(O)c3ccccc3C(=O)C12O (stereo unspecified)
  -11, -0.9, 1.2, 2, 1, -2, -15, 0, 0.5, 2, -1.7
O=C(COC(=O)C1CC1)NC(=O)NCc1ccccc1
  3, -0.9, 1.5, 3, -1, 8, 2, -3, -0.3, -4, -1.4
C/C(=N\OCC(=O)NC(C)C)c1cccs1
  12, 1.4, 3.6, -6, 2, 3, -11, 0, 2.5, 1, 2.7
CCN(CC)S(=O)(=O)c1ccc(C(C)NC(=O)C2CCCN2C(=O)c2cccs2)cc1 (stereo unspecified)
  -16, 3.3, 2.1, 5, 0, -6, -1, -1, 0.6, 8, 1.6
COC(=O)N1CCN(c2ccc(C)cc2)C(C)C1 (stereo unspecified)
  4, 0.9, 1.5, 11, -2, 6, 1, -1, 2.2, 0, -0.7
COCCCNC(=O)/C(C#N)=C/c1cc(C)[nH]c1C
  -11, 1.2, 2.9, -2, 4, -6, 4, 0, 2.0, 9, 3.1
COCCCNC(=O)/C(C#N)=C/c1c(N2CCN(C)CC2)nc2c(C)cccn2c1=O
  -9, -1.2, -0.8, -11, 2, 3, 4, 2, -0.6, -7, -0.9
Clc1ccc(-c2cnc(Oc3ccccc3)nc2)cc1
  -2, -0.2, 3.2, -1, 1, 1, 6, -4, -0.7, -12, 4.3
CCCn1c2c(c(O)c(C(=O)Nc3nccs3)c1=O)CCCC2
  0, 0.3, 4.0, -5, 0, -8, 13, -2, 1.2, -10, 4.8
CCOC(=O)N/N=C/c1ccc(Oc2ccccc2)cc1
  -6, ·, 4.9, 3, 5, -20, -2, -3, -0.5, ·, ·
O=C(CCCN1C(=O)/C(=C\c2cccs2)SC1=S)NNC(=O)c1cccnc1
  9, -1.1, 2.1, 6, -4, 6, 6, 1, -5.6, -3, 2.7
C#Cc1ccc([C@H]2C=C(C(=O)N3CCN(Cc4ccccc4)CC3)O[C@@H](OCc3ccc(CO)cc3)C2)cc1
  -6, -1.6, -2.2, -22, -5, 1, -3, -1, 0.3, -10, -0.4
CC(C)CNC(=O)NC(=O)COC(=O)c1ccccc1Sc1ccc(C(F)(F)F)cc1[N+](=O)[O-]
  -7, 0.0, 2.4, -17, -1, 2, -5, 1, 0.9, 14, 2.4
O=C(c1ccccc1)c1ccc(OC(=O)N2CCOCC2)cc1
  -9, 2.0, -0.6, -7, -2, -16, -12, 1, -0.8, 5, 0.6
O=C(Nc1cc(-c2ccccc2)nn1-c1c(Cl)cccc1Cl)c1ccc(F)cc1
  9, -2.4, 0.8, 1, -1, -8, 2, -4, 1.4, 38, 1.4
CCCCC(Sc1nc(N)c(NC(=O)c2ccco2)c(=O)[nH]1)C(=O)O (stereo unspecified)
  -5, 3.1, 3.6, -3, 1, -10, 3, -2, 0.8, 8, -0.2
CCOc1ccc(/C=C2\SC(N3CCCCC3)=NC2=O)cc1
  9, 1.0, -0.9, -4, -2, -3, 2, -1, 0.9, 13, 3.0
CC(/C=N/n1c(-c2cc(C)[nH]n2)n[nH]c1=S)=C\c1ccccc1
  29, -0.3, 0.0, 2, -1, -2, -2, 4, 5.1, -24, 3.0
Cc1ccc(S(=O)(=O)N2CCCC2C(=O)Nn2cnnc2)cc1 (stereo unspecified)
  -11, 0.2, 0.8, 4, 4, -2, 8, 2, -1.7, 11, 1.8
Cc1cc(C)n(CCNC(=O)CCc2nnc(CCc3ccccc3)o2)n1
  10, 0.4, 4.3, 1, -2, 3, 0, 5, 1.2, -2, -1.3
O=C(Nc1nc(-c2ccc3ccccc3c2)cs1)c1ccc(N2C(=O)CCC2=O)cc1
  -14, 0.7, 1.9, -6, 5, -9, -5, -1, 0.1, 152, 0.9
Cn1ccnc1SCC(=O)NC1CCCCC1
  13, 1.3, 4.2, -6, 3, 6, 0, 0, 0.5, -2, 5.8
COCCCNC(=O)C(=O)Nc1ccc2c(c1)N(S(=O)(=O)c1cccs1)CCC2
  5, -2.1, -0.9, -3, -2, -8, -3, 1, -4.6, 139, -0.3
Cc1onc(-c2c(Cl)cccc2Cl)c1C(=O)NCCc1ccc(S(N)(=O)=O)cc1
  -20, 0.0, 2.1, -5, 7, 5, -6, 2, 0.8, 9, 2.6
COc1ccccc1CC(=O)Nc1cccc(C(=O)NN2C(=O)c3ccccc3C2=O)c1
  -40, -0.1, 0.6, 7, 1, -2, -17, 0, -0.8, -11, 2.1
N#Cc1c(C(F)(F)F)cc(Cc2ccccc2)nc1SCC(=O)NCC(=O)O
  -8, -3.9, 3.8, -12, 3, -5, -8, 1, 0.2, 1, -0.3
